DDE Tn6 FP inh = DD(E)-Tn6 binding inhibition, primary FP screen | inhibition, % at 8.3 µM | Fibrin DD(E) TRITC-Tn6 fluorescence polarization displacement | AID 720509 | P02675 | 0.21% of 370,000 active;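 active means inhibition above a per-campaign cutoff: mean of compounds within control limits plus 3 SD, cut at about 15% in these data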;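 further: 0% = median of all compound wells on the plate and 100% = blocking peptide control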
ARFGAP1 inh = inhibits rat ARF GTPase activating protein 1 | 0.26% of 360,000 active | Q62848 | AID 651572 | Arfgap1-stimulated ARF1 GTP hydrolysis, GDP FP detection | inhibition, % at 16.5 µM;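 active means inhibition above a per-plate limit, mean inhibition of low control wells plus 3 SD, cut at about 25% in these data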;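 further: 0% = DMSO wells with enzyme and 100% = wells lacking Arfgap1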
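Repeats: one replicate per compound; assay system: rat Arfgap1 catalytic domain, aa 1-136; times: enzyme reaction 120 min at 25 °C after 20 min preincubation; detection: FP of antibody-bound GDP Alexa 633 tracer, ex 620/em 688 nm; benchmarks: high control wells lacking Arfgap1, low control full reaction with DMSO; reagent: human ARF1(Δ1-17)-GTP substrate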
PLC-beta3 inh = inhibitors of human phospholipase C beta3; Q01970; Purified PLC-beta3, fluorogenic substrate, fluorescence; inhibition, % at 12.2 µM; 0.18% of 370,000 active; AID 720704; in the data active means inhibition above about 11%;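 further: 0% = median of compound wells on plate and 100% = full blocker control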
UHRF1 binding = human UHRF1 methylated DNA binding inhibitors. Q96T88. UHRF1 binding to methylated oligo, TR-FRET. inhibition, % at 4.4 µM. 0.75% of 370,000 active. AID 687016; in the data active means inhibition above about 21%;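 further: UHRF1 SRA domain binding a hemimethylated CpG hairpin DNA probe; 0% = median of test compound wells and 100% = reference inhibitor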
Target sequence (Q96T88 whole entry, looked up, the tested form may be a part): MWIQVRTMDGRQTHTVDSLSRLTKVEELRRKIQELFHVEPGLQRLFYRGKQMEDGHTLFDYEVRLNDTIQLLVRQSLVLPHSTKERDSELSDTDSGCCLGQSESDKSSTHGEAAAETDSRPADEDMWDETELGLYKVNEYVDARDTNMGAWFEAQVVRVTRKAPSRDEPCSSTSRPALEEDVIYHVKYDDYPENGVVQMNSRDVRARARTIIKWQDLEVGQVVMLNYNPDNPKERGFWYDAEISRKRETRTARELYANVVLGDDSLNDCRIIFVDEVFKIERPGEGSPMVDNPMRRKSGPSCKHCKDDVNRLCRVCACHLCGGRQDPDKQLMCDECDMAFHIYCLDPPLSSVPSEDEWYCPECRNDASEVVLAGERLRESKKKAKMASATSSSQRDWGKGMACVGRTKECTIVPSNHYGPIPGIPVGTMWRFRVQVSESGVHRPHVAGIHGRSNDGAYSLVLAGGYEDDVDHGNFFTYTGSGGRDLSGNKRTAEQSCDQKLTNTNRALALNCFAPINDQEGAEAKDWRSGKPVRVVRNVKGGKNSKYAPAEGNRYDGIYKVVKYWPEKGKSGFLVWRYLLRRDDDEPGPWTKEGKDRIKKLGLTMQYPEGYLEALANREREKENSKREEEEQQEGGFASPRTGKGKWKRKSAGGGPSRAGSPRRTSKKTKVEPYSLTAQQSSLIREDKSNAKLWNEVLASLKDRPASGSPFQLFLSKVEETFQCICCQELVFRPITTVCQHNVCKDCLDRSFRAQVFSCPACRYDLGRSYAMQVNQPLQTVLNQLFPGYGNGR
ADAM17 inh = ADAM17 inhibition, QFRET primary screen; P78536; recombinant ADAM17, EDANS/DABCYL FRET peptide cleavage; inhibition, % at 6.95 µM; 0.83% of 370,000 active; AID 720648;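 active means inhibition above the mean of compounds lying between control limits plus 3 SD, set per campaign, cut at about 8.5% in these data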;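 further: 0% = DMSO-only wells as the low control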
ASAP1 GAP inh = ASAP1 ArfGAP inhibition; 0.19% of 360,000 active; AID 624377; Q9ULH1; ASAP1-stimulated ARF1 GTP hydrolysis, GDP FP detection; inhibition, % at 16.5 µM; in the data active means inhibition above about 25%;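 further: 0% = vehicle with enzyme and substrate and 100% = no enzyme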
MBD2 DNA inh = inhibitors of human MBD2 binding to methylated oligonucleotide. TR-FRET. inhibition, % at 4.4 µM. 0.31% of 370,000 active. AID 686964; in the data active means inhibition above about 13%
Tn7 DDE FP = disrupts Tn7 cyclic peptide binding to fibrin D-Dimer-E complex. 0.13% of 370,000 active. inhibition, % at 8.3 µM. AID 720508. FP displacement of FITC-Tn7 peptide from fibrin DD(E); 0% = median of compound wells per plate. P02675;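 active means inhibition above the mean of compounds falling within the control limits plus 3 SD of them, cut at about 14% in these data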;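 further: 0% = plate median of compound wells and 100% = 10 µM Aha-Tn7 peptide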
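Assay system: Human clot-derived fibrin DD(E) complex | Buffer or medium: Tris/NaCl/CaCl2 buffer, pH 7.8 | Repeats: One replicate per compound | Benchmarks: Aha-Tn7 high control | Measure: % inhibition scaled between sample-field median and high-control FP | Schedule: 10 min plus 3 h, room temperature | Signal: Fluorescence polarization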
PLC-gamma1 inh = inhibitors of human phospholipase C gamma1; inhibition, % at 12.2 µM; P19174; purified PLC-gamma1, fluorogenic substrate, fluorescence; 0.84% of 370,000 active; AID 720700; in the data active means inhibition above about 9.5%
KLK7 zymogen act = proKLK7 (human) activation, primary screen; P49862; activation, % at 7 µM; purified proKLK7, EDANS-DABCYL substrate fluorescence; 100% is mature enzyme control, 0% vehicle; 0.9% of 370,000 active;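 active means activation above the mean of all tested compounds plus 3 SD, computed per campaign excluding outliers beyond control limits, cut at about 13% in these data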
Target sequence (P49862 whole entry, looked up): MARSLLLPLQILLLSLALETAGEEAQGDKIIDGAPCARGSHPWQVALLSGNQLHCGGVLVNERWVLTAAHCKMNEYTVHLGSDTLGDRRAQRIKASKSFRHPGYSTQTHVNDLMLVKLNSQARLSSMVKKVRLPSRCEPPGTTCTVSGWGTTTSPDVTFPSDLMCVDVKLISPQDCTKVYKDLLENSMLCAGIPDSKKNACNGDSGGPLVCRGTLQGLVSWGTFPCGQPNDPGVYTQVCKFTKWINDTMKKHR
The depositor's hits bear a star; / = no result given.

SMILES | DDE Tn6 FP inh | ARFGAP1 inh | PLC-beta3 inh | UHRF1 binding | ADAM17 inh | ASAP1 GAP inh | MBD2 DNA inh | Tn7 DDE FP | PLC-gamma1 inh | KLK7 zymogen act
COc1ccc(O)c(C(=O)c2cc(SCC(=O)O)c3nc4sc5c(c4c(=O)n3c2)CCCC5)c1 | -9.6 | 5.8 | -34.8 | 1.8 | -7.3 | 7.3 | 5.4 | -0.4 | -20.1 | 1.2
CCOc1ccccc1Nc1cc(C)nc2nnnn12 | 0.2 | -7.9 | -3.4 | 0.7 | -0.2 | 0.9 | 1.7 | 0.7 | 1.9 | 1.0
COc1cc(/C=C/C(=O)N2CCCC2)cc(OC)c1OC | -8.2 | -0.6 | -7.5 | 0.2 | -10.8 | 0.2 | -0.8 | -1.1 | 0.7 | -0.1
O=C(Nc1ccc(S(=O)(=O)Nc2ncccn2)cc1)c1cccnc1 | -7.6 | 2.5 | 0.7 | 0.0 | 1.9 | -3.0 | -0.6 | -6.0 | 5.2 | -0.5
Cc1c(CCC(=O)O)c(=O)oc2cc(OCc3ccc(Br)cc3)ccc12 | 1.3 | -5.5 | -12.5 | -1.9 | -24.2 | 5.6 | -0.2 | 0.8 | -5.7 | -0.8
CC1CC(C)CN(C(=O)COC(=O)c2ccc3c(c2)OCCO3)C1 (stereo unspecified) | 5.3 | -5.9 | 1.4 | 3.5 | 0.0 | 7.1 | -1.8 | 4.1 | -0.1 | -0.4
CN(C)S(=O)(=O)c1ccc(NC(=O)CSc2ncnc3ccccc23)cc1 | 5.2 | 13.6 | -6.7 | 1.8 | -6.2 | -5.6 | 8.2 | -2.4 | -1.8 | 0.1
CC1(C)CC(=O)C2=C(C1)OC(N)=C(C#N)C2CCc1ccccc1 (stereo unspecified) | -6.4 | 5.6 | -7.2 | 4.8 | -2.8 | 2.5 | 4.2 | -2.8 | -8.3 | -0.9
COc1ccc(CNC(=O)CSc2nnc3c(n2)[nH]c2ccc(F)cc23)cc1 | 1.9 | -5.0 | -6.0 | 2.1 | -2.9 | -10.3 | 3.6 | 9.4 | 0.4 | -0.4
COc1cccc2cc(C(=O)N3CCN(c4ncccn4)CC3)c(=O)oc12 | 11.9 | -8.9 | -34.4 | 3.0 | -7.0 | 12.6 | 2.8 | 8.3 | -25.3 | -0.3
CCCCC(=O)Nc1nnc(SCC(=O)Nc2ccc(OC)cc2)s1 | -5.9 | -3.0 | -3.7 | -0.9 | -0.7 | -4.8 | 1.8 | 3.9 | -2.3 | 0.6
COc1ccc(CN2CCC(CNC(=O)NC(C)C)CC2)cc1 | -8.7 | / | 4.7 | 3.7 | 6.6 | / | -4.8 | -7.7 | 8.5 | 0.0
O=C(NCCCCCCOC1=NS(=O)(=O)c2ccccc21)C(=O)Nc1ccccc1 | -8.9 | 0.5 | 0.4 | -0.7 | -3.7 | -4.8 | 0.9 | 2.6 | 0.5 | 0.7
Cc1ccc(CCNC(=O)C2CCCN(S(=O)(=O)c3c(C)noc3/C=C/N(C)C)C2)cc1 (stereo unspecified) | -4.1 | -6.6 | -4.5 | -1.5 | 5.3 | -12.5 | -3.1 | -2.6 | -9.9 | -0.2
O=C(COc1cccc(NC(=O)c2ccccc2)c1)c1ccccc1 | 6.6 | -4.8 | 5.5 | 26.9* | 0.6 | -4.6 | 7.8 | -5.0 | 0.2 | 0.2
Cc1cc(C)nc(SCC(=O)Nc2ccc(S(=O)(=O)N3CCCCC3)cc2)n1 | 3.2 | -8.0 | 1.5 | 0.2 | -0.8 | -10.9 | 2.4 | -1.3 | 1.1 | -0.1
CCOC(=O)C1C(c2ccc(O)c(OC)c2)NC(=S)NC1(O)C(F)(F)F (stereo unspecified) | 1.2 | 14.2 | -1.4 | -1.0 | -1.8 | -1.0 | -0.7 | 7.7 | 2.4 | 0.0
O=C(Nc1ccnn1C1CCNCC1)c1ccc2c(c1)OCO2 | -0.7 | -10.7 | -10.1 | 2.0 | -3.6 | 2.3 | 0.4 | 5.3 | -1.8 | 0.4
CC(C)Oc1ccc(CNC(=O)Cn2c(=O)c3cccn3c3cccnc32)cc1 | 1.8 | 17.8 | -9.8 | 0.8 | -8.0 | 4.9 | -1.8 | -0.1 | 0.9 | -1.1
COc1ccc(-n2c(=S)[nH]c3cc(C(=O)Nc4ccc(C)c(F)c4)ccc3c2=O)c(OC)c1 | -11.8 | 3.9 | -9.9 | -0.2 | 8.0 | 0.5 | 2.7 | -1.7 | -3.4 | -0.8

Ordered by the number under DDE Tn6 FP inh (highest first): some entries from above
canonical_smiles | DDE Tn6 FP inh
Cc1c(CCC(=O)O)c(=O)oc2cc(OCc3ccc(Br)cc3)ccc12 | 1.3
O=C(Nc1ccc(S(=O)(=O)Nc2ncccn2)cc1)c1cccnc1 | -7.6
COc1ccc(O)c(C(=O)c2cc(SCC(=O)O)c3nc4sc5c(c4c(=O)n3c2)CCCC5)c1 | -9.6

Next part.
SMILES | DDE Tn6 FP inh | ARFGAP1 inh | PLC-beta3 inh | UHRF1 binding | ADAM17 inh | ASAP1 GAP inh | MBD2 DNA inh | Tn7 DDE FP | PLC-gamma1 inh | KLK7 zymogen act
CCn1c(SCC(=O)N2c3ccccc3CCc3ccccc32)nc2c1c(=O)n(C)c(=O)n2C | 1.7 | 0.7 | 3.1 | 0.1 | -5.7 | -9.5 | -4.5 | -0.9 | -0.5 | -0.5
O=C(CN1CCC(O)(c2cccc(F)c2)CC1)NCCc1c[nH]c2ccccc12 | 0.1 | -13.5 | -6.0 | -0.8 | -2.2 | -17.7 | -1.0 | 0.3 | -1.7 | -0.8
CCCN(CCC)CCNC(=O)c1cc2c(-c3ccccc3F)nn(C)c2s1 | 2.4 | -2.5 | -71.4 | 3.8 | -62.7 | 8.0 | 1.4 | 6.5 | -51.7 | 11.9
CC(=O)O[C@H]1[C@H](OC(C)=O)C[C@]2(OC(C)=O)C[C@H]1OC2=O | -5.0 | / | -1.5 | 5.7 | -8.4 | / | 7.8 | -4.8 | 6.6 | /
COc1ccc(Br)cc1/C=N/N1CCN(Cc2ccccc2Cl)CC1 | 3.2 | -3.6 | -6.4 | -1.8 | -3.4 | -0.4 | -6.7 | -3.0 | 2.6 | 0.4
CCc1ccccc1NC(=O)C1C2C=CC(O2)C1C(=O)O (stereo unspecified) | 3.1 | -6.2 | -7.7 | -1.5 | -4.4 | 8.8 | 2.4 | 0.3 | -2.5 | 0.6
COC(=O)CN1C(=S)N(Cc2ccccc2)C(=O)C1CC(=O)Nc1ccc(OC)cc1 (stereo unspecified) | 3.4 | 2.9 | -2.9 | 1.3 | 3.1 | -2.4 | 4.6 | 2.0 | 0.7 | 0.1
O=C(CSc1nc2ccccc2c(=O)n1-c1ccc(SC(F)F)cc1)Nc1ccc(N2CCOCC2)cc1 | 2.7 | 5.4 | 2.2 | 6.7 | 3.7 | 8.3 | -1.8 | -5.3 | -0.9 | -1.1
Cc1ccc(/C=N/Nc2ncc(Cl)cc2Cl)s1 | -11.6 | -6.2 | -12.0 | -2.9 | -8.0 | -9.0 | -0.1 | 4.9 | -11.8 | -0.4
COCCCNc1nnc(Cc2ccccc2)c2ccccc12 | 12.2 | 1.4 | 3.0 | 2.2 | 0.2 | -17.3 | 2.3 | -3.3 | -0.2 | -0.4
CN1CCC(N(C)C(=O)c2ccc(Cl)c(S(=O)(=O)N3CCOCC3)c2)CC1 | 1.0 | 4.2 | 0.5 | 0.9 | -1.2 | -2.9 | -5.0 | -1.1 | -1.9 | -0.1
O=C(/C=C/c1ccc(Cl)cc1)NC(=S)Nc1ccccc1C(=O)O | 3.0 | -4.1 | -9.5 | 0.1 | -2.2 | -3.1 | 1.4 | 2.9 | -4.0 | 0.5
Cc1ccc(-c2csc(=Nc3cccnc3)n2CCCn2ccnc2)cc1C | -0.3 | 1.3 | -6.3 | 7.3 | -4.5 | 1.3 | 7.0 | 4.7 | 8.0 | 0.4
O=C(Nc1nnc(C2CC2)s1)C1CC(=O)N(c2ccc3c(c2)OCCO3)C1 (stereo unspecified) | 7.3 | 13.0 | -7.6 | 8.2 | 2.0 | 4.6 | -1.5 | -4.8 | -4.4 | -0.4
COC(=O)c1ccc(NC(=O)[C@H](C)NC(N)=O)cc1 | 6.2 | -0.1 | -5.2 | 2.8 | -8.7 | 2.1 | 5.4 | 5.3 | 0.2 | -0.2
Cc1ccc(NC(=O)/C(C#N)=C/c2ccc(Sc3nc(C)cc(C)n3)o2)cc1 | 5.0 | -1.9 | -4.8 | -0.3 | 0.9 | -7.8 | -0.3 | -1.1 | -0.4 | -0.2
COc1ccc(NC(=O)C2CCCN(S(=O)(=O)c3cccnc3)C2)c(OC)c1 (stereo unspecified) | 11.8 | -0.8 | 5.9 | -1.1 | 4.2 | -10.0 | -7.0 | -4.3 | 3.0 | -0.2
Cc1nc(CN2CCN(C(=O)c3ccc(C(C)(C)C)cc3)CC2)cs1 | -3.5 | -2.3 | -2.7 | 0.3 | -7.1 | -1.9 | -5.1 | 1.8 | -2.2 | 5.1
Cc1ccc(NC(=O)COC(=O)CCc2ccc(S(=O)(=O)N3CCOCC3)cc2)cc1C | -1.5 | 7.6 | -2.3 | 1.3 | -1.3 | -5.1 | 2.8 | 2.7 | 4.3 | 0.7
O=C(NN=Cc1ccco1)C(=O)Nc1cccc(C(F)(F)F)c1 | 4.8 | 4.6 | -3.7 | -4.0 | -1.9 | 13.6 | 3.2 | -0.3 | 1.0 | 0.6
CCOC(=O)CCP(=O)(O)C(C)(O)c1ccccc1 (stereo unspecified) | -0.3 | 6.2 | 3.5 | 0.6 | 0.5 | -4.3 | 0.2 | 0.8 | 1.9 | 0.3
CC1Cc2ccccc2N1C(=O)CSc1nnc(NC(=O)Cc2cccs2)s1 (stereo unspecified) | 0.7 | 2.2 | -1.4 | -2.1 | -2.7 | 9.6 | -0.4 | -2.3 | 0.5 | -0.4
CC1CCCN(S(=O)(=O)c2ccc3c(c2)CCN3C(=O)C2CCC2)C1 (stereo unspecified) | 10.6 | 3.2 | 2.6 | 1.2 | 1.7 | -11.2 | 3.5 | 4.3 | 2.1 | 0.3
CC1CC(C)CN(C(=O)CSc2nc3ccsc3c(=O)n2Cc2ccccn2)C1 (stereo unspecified) | -7.3 | 2.5 | -37.9 | -2.2 | -7.5 | 0.0 | -1.1 | -6.2 | -29.1 | 1.4
O=C(NC(=S)N1CCCCC1)c1cccnc1 | 2.9 | -10.7 | 2.6 | -1.4 | -3.8 | -9.2 | 0.1 | -2.4 | 0.4 | -0.3
Cc1cc(C(=O)Nc2ccc(S(=O)(=O)Nc3onc(C)c3C)cc2)cs1 | 4.7 | -4.1 | -2.6 | -3.5 | 0.5 | 10.9 | -6.4 | 8.7 | -1.5 | 0.5
CCOc1cccc(CN2CCC(Oc3ccc(C(=O)NCc4ccccn4)cc3)CC2)c1 | -4.9 | -0.2 | -1.6 | 0.4 | 0.8 | -15.0 | 0.3 | -1.4 | 3.6 | 0.3
Cc1ccc2cc(C#N)c(SCC(=O)N3CCCc4ccccc43)nc2c1 | 6.4 | 5.5 | 1.1 | 3.0 | 3.7 | 8.0 | -1.2 | -2.9 | 0.8 | 0.1
Cc1ccc(S(=O)(=O)C(c2ccccc2)c2c(C)noc2C)cc1 (stereo unspecified) | 7.5 | -7.9 | 0.7 | -1.3 | 2.7 | 7.0 | -2.6 | 4.8 | -0.5 | -0.8

High-throughput results as filed in PubChem.
